RTF Ca sens inh = cardiac RTF calcium desensitization; inhibition, % at 7.15 µM; AID 493244; IANBD-labeled cardiac RTF, Ca2+ fluorescence; 0.12% of 340,000 active;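 active = inhibition above the mean inhibition of all tested compounds plus 3 SD, cut at about 17% in these data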;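 also: assay run at fixed EC70 calcium of 1.6 mM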
DAGLB inh = blocks human DAGLB lipase activity; inhibition, % at 5.17 µM; HEK293T DAGLB membrane lysate, EnzChek fluorogenic substrate; 0.059% of 340,000 active; in the data active = inhibition above about 34%;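 also: 0% = enzyme with vehicle and 100% = wells lacking enzyme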
PKA-R2B activ = activators of human PKA-R2B complex; P22694+P31323; 0.079% of 340,000 active; PKA-R2B holoenzyme dissociation, Cy5-IP20 fluorescence polarization; R2B truncated from residue 108, S112A mutant; 0% DMSO only, 100% 113 µM cGMP; activation, % at 11.4 µM; AID 504700;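 active = activation above a cutoff set at the mean over all compounds plus 3 SD, cut at about 18% in these data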;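 also: higher means more holoenzyme dissociation and a rise in polarization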
Target sequence (P31323 whole entry, looked up, other chains not shown, the tested form may be a part): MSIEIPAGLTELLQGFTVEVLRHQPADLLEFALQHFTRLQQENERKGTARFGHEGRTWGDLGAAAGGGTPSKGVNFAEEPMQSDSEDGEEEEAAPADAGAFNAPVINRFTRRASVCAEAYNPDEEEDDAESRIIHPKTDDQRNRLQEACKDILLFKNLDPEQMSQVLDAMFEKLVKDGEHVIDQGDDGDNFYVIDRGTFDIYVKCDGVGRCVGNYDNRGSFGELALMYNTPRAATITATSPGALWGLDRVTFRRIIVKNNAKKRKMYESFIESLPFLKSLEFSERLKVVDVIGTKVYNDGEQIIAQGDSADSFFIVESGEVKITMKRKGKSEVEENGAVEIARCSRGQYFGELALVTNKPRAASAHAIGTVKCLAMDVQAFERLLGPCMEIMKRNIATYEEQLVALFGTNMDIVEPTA
PvdQ inh = P. aeruginosa PvdQ acylase inhibition | purified PvdQ acylase, fluorescence plate reader | inhibition, % at 10 µM | 0.063% of 340,000 active | AID 488965; in the data active = inhibition above about 30%, passing the limit was not always enough; inconclusive = no clear call, values can overlap the other calls;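 also: 0% = vehicle neutral wells and 100% = reference inhibitor wells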
Keap1 Nrf2 FP = disrupts human Keap1 binding to Nrf2 peptide. Q14145. Keap1 Kelch-Nrf2 peptide fluorescence polarization, 1536-well. inhibition, % at 9.4 µM. 0.15% of 340,000 active; in the data active = inhibition above about 12%; inconclusive = no clear call, values can overlap the other calls; inactive = below about 7.3%;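 also: human Keap1 Kelch domain with fluorescein labeled Nrf2 9mer peptide probe; 0% = neutral control wells and 100% = peptide positive control; higher means more block of Keap1 binding to Nrf2 peptide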
LANA DNA inh = inhibitors of KSHV LANA C-terminal domain DNA binding. AID 504423. MBP-C-LANA/FAM-LBS DNA binding, fluorescence polarization. inhibition, % at 9 µM. 0.078% of 340,000 active;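 active = highest replicate inhibition at or above 60% at 9 µM, even if other replicates fall short; inactive = all replicates below 60% inhibition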;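 also: 0% = neutral control wells and 100% = 4 µM acridine orange control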
SR-BI uptake up = enhances SR-BI lipid uptake from DiI-HDL; 0.096% of 320,000 active; CHO ldlA[mSR-BI] cells, DiI-HDL uptake fluorescence, 3 h; 100 = double the neutral-control signal; activation, % at 12.5 µM;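 active = mean replicate activation of at least 60% and every replicate at or above 60%; inconclusive = mean or all-replicate condition met, but not both; inactive = mean below 60% and not all replicates reaching 60%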;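 also: 0% = median plate neutral-control signal and 100% = twice that signal; values of inactives mirror those of a sister screen read the other way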
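Test system: SR-BI-overexpressing, LDLR-lacking CHO cells. Measured by: DiI fluorescence, bottom read. Medium: Ham's F12 with 0.5% BSA, HEPES 25 mM, pH 7.4. Timing: 3 h uptake period with compound, 37 °C.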
NSD2 HMT inh = inhibitors of human histone methyltransferase NSD2; NSD2 peptide methylation, AlphaScreen, 120 min; inhibition, % at 12.5 µM; 0.54% of 310,000 active; AID 743445; in the data active = inhibition above about 50%
Arrestin-AP2 inh = human beta-arrestin and AP2 interaction inhibition; FITC-arrestin peptide / GST-AP2 beads, flow cytometry; AP2 beta2 appendage carries R879A mutation; inhibition, % at 10 µM; 0.31% of 340,000 active; AID 504490;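 active = inhibition above a set limit, near 3 SD of compounds lacking own fluorescence, cut at about 54% in these data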;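 also: plate controls were DMSO wells for no effect and 5 µM unlabelled arrestin peptide for full effect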
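Assay system: GST-AP2 R879A bound to glutathione beads, E. coli-expressed; Medium: PBS with 0.05% Tween 20 and 0.1% BSA; Also added: fluorescein-tagged arrestin peptide at 50 nM final; Timing: 12 min plus 1 h, RT; Measured by: flow cytometry, FL1 (488/535 nm); Evaluation: percent drop in bead-associated FITC signal.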
SR-BI HDL uptake = mouse SR-BI HDL lipid transfer inhibition | Q61009 | ldlA[mSR-BI] CHO cells, DiI-HDL uptake fluorescence, 3 h | inhibition, % at 12.5 µM | 0.96% of 320,000 active | AID 488896;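 active = mean replicate inhibition of at least 70% and a set share of replicates each scoring 70 or more; inconclusive = meets just one of the two criteria; inactive = fails both criteria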;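 also: 0% = median of neutral control wells and 100% = median of positive control wells; values of inactives mirror those of a sister screen read the other way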
Target sequence (Q61009 whole entry, looked up): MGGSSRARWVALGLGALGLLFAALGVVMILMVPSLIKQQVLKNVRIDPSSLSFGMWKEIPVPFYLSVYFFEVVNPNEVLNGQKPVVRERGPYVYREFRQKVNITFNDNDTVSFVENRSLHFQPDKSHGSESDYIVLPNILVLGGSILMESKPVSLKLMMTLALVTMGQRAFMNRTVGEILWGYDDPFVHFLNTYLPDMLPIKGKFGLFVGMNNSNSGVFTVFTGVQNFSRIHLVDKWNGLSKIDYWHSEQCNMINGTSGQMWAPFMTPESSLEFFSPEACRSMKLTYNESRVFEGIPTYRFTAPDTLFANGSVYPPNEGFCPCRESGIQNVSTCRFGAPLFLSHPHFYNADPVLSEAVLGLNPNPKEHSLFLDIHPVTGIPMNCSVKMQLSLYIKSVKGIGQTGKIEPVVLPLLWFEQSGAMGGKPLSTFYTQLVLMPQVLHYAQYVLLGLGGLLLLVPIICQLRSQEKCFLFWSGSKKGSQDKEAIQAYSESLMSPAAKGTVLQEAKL
Active calls of the source: *; ? = inconclusive; . = not tested or not shown; & = joins results of further samples.

SMILES | RTF Ca sens inh | DAGLB inh | PKA-R2B activ | PvdQ inh | Keap1 Nrf2 FP | LANA DNA inh | SR-BI uptake up | NSD2 HMT inh | Arrestin-AP2 inh | SR-BI HDL uptake
O=C(C1CC1)N1CCc2sccc2C1c1ccc(Cl)cc1 (configuration not stated) | 4 | -2 | 11 | -13 | 6 | 3.3 | -32 | -3 | -3 | 32
COc1ccccc1NC(=O)Cn1nnc(C(=O)NCCc2ccccc2)c1N | -7 | -2 | 5 | 10 | -1 | 0.6 | -30 | 2 | 16 | 30
O=C(O)c1ccc(CNC(=O)C23CC4CC(CC(C4)C2)C3)cc1 | 2 | 1 | -6 | -8 | 3 | -1.0 | 37 | -5 | -7 | -37
O=C(Nc1nnc(-c2ccc(Cl)cc2)o1)c1ccc(N2C(=O)CCC2=O)cc1 | 8 | 1 | -6 | 21 | -4 | 0.3 | -3 | -1 | 14 | 3
COc1ccc(OCC(=O)Nc2ccccc2Cl)cc1 | 0 | -1 | 0 | -7 | 2 | -0.8 | 21 | -1 | -13 | -21
Cc1nc(Oc2ccccc2)c2ccccc2n1 | -6 | -2 | 3 | -14 | -4 | 0.4 | 15 | 4 | -6 | -15
COc1ccc(OCc2cc(C(=O)N3CCCCCC3)no2)c(Cl)c1 | 5 | -4 | -12 | -1 | 2 | 1.5 | -27 | -5 | 14 | 27
Cc1ccc(CN(c2ccc(C(=O)Nc3ccc4c(c3)OCO4)cc2)S(C)(=O)=O)cc1 | -4 | 4 | 4 | 2 | -2 | 2.1 | 3 | -2 | 11 | -3
Cc1oc(-c2ccc(Cl)cc2)nc1CS(=O)CC(=O)NC1CC1 (configuration not stated) | 1 | 0 | 2 | 2 | -2 | -0.2 | 16 | 1 | 22 | -16
COc1cc(/C=N/NC(=O)C[n+]2ccccc2)cc(OC)c1OC(C)=O | -1 | -1 | 8 | -2 | 3 | 0.3 | 30 | -1 | 8 | -30
COC(C(=O)N1CCC(CCC(=O)Nc2ccccc2)CC1)c1ccccc1 (configuration not stated) | 5 | -1 | -3 | -2 | 0 | -0.7 | 4 | 31 | -13 | -4
CC1(C)CC[C@]2(C(=O)O)CC[C@]3(CO)C(=CCC4[C@@]5(C)C[C@H](O)[C@H](O)[C@@](C)(C(=O)O)C5CC[C@]43C)[C@@H]2C1 (some centres not stated) | -10 | 0 | 8 | 4 | -4 | 2.1 | 16 | . | -4 | -16

Two entries from above, reformatted:
> COc1ccccc1NC(=O)Cn1nnc(C(=O)NCCc2ccccc2)c1N
  RTF Ca sens inh: -7
  DAGLB inh: -2
  PKA-R2B activ: 5
  PvdQ inh: 10
  Keap1 Nrf2 FP: -1
  LANA DNA inh: 0.6
  SR-BI uptake up: -30
  NSD2 HMT inh: 2
  Arrestin-AP2 inh: 16
  SR-BI HDL uptake: 30

> O=C(O)c1ccc(CNC(=O)C23CC4CC(CC(C4)C2)C3)cc1
  RTF Ca sens inh: 2
  DAGLB inh: 1
  PKA-R2B activ: -6
  PvdQ inh: -8
  Keap1 Nrf2 FP: 3
  LANA DNA inh: -1.0
  SR-BI uptake up: 37
  NSD2 HMT inh: -5
  Arrestin-AP2 inh: -7
  SR-BI HDL uptake: -37

More results.
SMILES | RTF Ca sens inh | DAGLB inh | PKA-R2B activ | PvdQ inh | Keap1 Nrf2 FP | LANA DNA inh | SR-BI uptake up | NSD2 HMT inh | Arrestin-AP2 inh | SR-BI HDL uptake
CCOC(=O)CN1C(=O)N[C@@H](c2ccc(Br)cc2)C(C(=O)OC)=C1C | -9 | 2 | -15 | -4 | -1 | -0.8 | -3 | . | 27 | 3
O=C(/C=C/c1cccc([N+](=O)[O-])c1)c1ccco1 | -9 | -1 | 7 | -10 | -9 | 3.5 | 7 | 1 | 11 | -7
Cc1ccc(C2(C)NC(=O)N(CC(=O)Nc3ccc4c(c3)OCO4)C2=O)cc1 (configuration not stated) | -19 | 0 | 1 | -16 | 0 | -0.4 | 1 | 2 | -11 | -1
Cc1ccc2cc(CN(CCCN(C)C)C(=S)NCc3ccccc3)c(=O)[nH]c2c1C | -13 | 1 | -16 | 4 | 5 | -0.3 | 5 | 11 | 5 | -5
O=C(CSc1ncnc2ccccc12)Nc1cccc(S(=O)(=O)N2CCCC2)c1 | . | . | . | -10 | -4 | 0.8 | -38 | -10 | 3 | 38
O=C(c1cccc(NS(=O)(=O)c2ccccc2)c1)N1CCN(c2ccccc2)CC1 | -5 | 2 | 8 | -4 | 1 | -1.0 | 18 | 4 | -5 | -18
CCOC(=O)C(CCc1nnc(N)s1)C(=O)OCC | -4 | 0 | -6 | 3 | -1 | 0.0 | -8 | -2 | 11 | 8
CCCN(CCC)CCSc1nc(O)c(C(C)C)c(=O)[nH]1 | -4 | -1 | 11 | -17 | 2 | 0.2 | 22 | -2 | -4 | -22
CC(C)(Oc1ccc(Cl)cc1)C(=O)NCCN1C(=O)S/C(=C/c2cccnc2)C1=O | -19 | 1 | -11 | -6 | 1 | 0.6 | -19 | 1 | -11 | 19
O=C(CSc1nnc(-c2cccs2)n1C1CC1)NCC1CCCO1 (configuration not stated) | -7 | 1 | 6 | -7 | 3 | 0.0 | 22 | 1 | 8 | -22
Cc1cc(C)c(S(=O)(=O)N2CCN(S(=O)(=O)N3CCCCCC3)CC2)c(C)c1 | 2 | 0 | -3 | -16 | -2 | 1.9 | -3 | -1 | 2 | 3
O=C(OCCN1C(=O)c2ccccc2C1=O)c1cc2ccccc2o1 | 0 | -9 | -9 | -8 | -9 | 2.3 | 13 | -2 | -5 | -13
COc1ccc(OC)c(NC(=S)NCc2cccnc2)c1 | -12 | -3 | -15 | 5 | 2 | -0.3 | 17 | 1 | 42 | -17
Fc1ccccc1CCNc1c2c(nc3ncnn13)CCCC2 | -17 | 1 | 10 | -12 | -4 | 0.2 | -13 | -1 | 5 | 13
O=C(Nc1ccc(N2CCCC2)cc1)c1ccccc1F | -6 | 13 | -7 | 6 | 1 | -1.3 | -2 | -4 | 10 | 2
Cc1ccc(C)c(S(=O)(=O)N2CCCOC2CNC(=O)C(=O)NCc2ccccc2)c1 (configuration not stated) | 2 | 1 | 0 | -17 | -4 | 0.9 | . | 1 | 8 | 40
NNC(=O)CC1=NNC(=O)C1 | 2 | 3 | -2 | 0 | 1 | 17 | 8 | 1 | 3 | -8
COc1ccc(S(=O)(=O)N2CCN(C)CC2c2ccccc2)cc1 (configuration not stated) | 1 | -1 | -8 | -9 | 3 | 0.7 | 28 | -2 | -1 | -28
NC(=O)c1nsc(C(=O)N(c2cccc(F)c2)C(C(=O)NCC2CCCO2)c2ccc3ncccc3c2)c1N (configuration not stated) | -19 | 0 | 4 | -7 | -5 | 1.4 | . | 1 | -9 | .
COc1ccc(N=C2S/C(=C\c3ccc(C)o3)C(=O)N2CC(C)C)cc1 | 2 | -2 | -5 | -11 | -6 | -0.2 | -24 | -4 | 3 | 24
C=C(C)Cn1c(-c2ccncc2)n[nH]c1=S | 1 | 0 | -10 | 3 | -5 | 0.7 | 12 | -8 | -7 | -12
CCC12CN3CCN(CC(C3)/C1=N\NC(=O)Nc1ccccc1)C2 | -19 | 3 | 2 | -10 | -1 | -0.8 | 19 | -3 | -1 | -19
CN1CCN(/N=C/c2c3ccccc3c(Cl)c3ccccc23)CC1 | 0 | -1 | -9 | -5 | -6 | -1.2 | -33 | 11 | -7 | 33
CCN(CC(=O)N1CCCCCC1)S(=O)(=O)c1ccc(C)cc1 | -1 | -3 | -5 | 9 | 1 | 0.6 | -3 | -2 | -2 | 3

Individual results from above.
Value of `COc1cc(/C=N/NC(=O)C[n+]2ccccc2)cc(OC)c1OC(C)=O` under NSD2 HMT inh: -1
Value of `CCOC(=O)CN1C(=O)N[C@@H](c2ccc(Br)cc2)C(C(=O)OC)=C1C` under PKA-R2B activ: -15
Value of `CCC12CN3CCN(CC(C3)/C1=N\NC(=O)Nc1ccccc1)C2` under SR-BI uptake up: 19

Just PKA-R2B activ, NSD2 HMT inh and SR-BI uptake up, for some of the entries so far:
molecule,PKA-R2B activ,NSD2 HMT inh,SR-BI uptake up
O=C(Nc1ccc(N2CCCC2)cc1)c1ccccc1F,-7,-4,-2
Cc1ccc(C)c(S(=O)(=O)N2CCCOC2CNC(=O)C(=O)NCc2ccccc2)c1 (configuration not stated),0,1,.

Continued.
SMILES | RTF Ca sens inh | DAGLB inh | PKA-R2B activ | PvdQ inh | Keap1 Nrf2 FP | LANA DNA inh | SR-BI uptake up | NSD2 HMT inh | Arrestin-AP2 inh | SR-BI HDL uptake
Cc1cnc(C(=O)OCc2nc3ccccc3o2)cn1 | -5 | -6 | -5 | 4 | ? | -2.3 | 6 | -1 | 2 | -6
CCN(CC(=O)Nc1ccccc1C(F)(F)F)C(=O)C1CSC2(C)CCC(=O)N12 (configuration not stated) | -24 | 1 | -9 | -5 | -1 | -0.5 | -5 | 0 | 4 | 5
COc1cc(Cn2nnc3ccccc32)ccc1O | -3 | -3 | -12 | -5 | ? | 0.2 | -8 | -1 | -17 | 8
Cc1ccc(N2C(N)=NC(N)=NC2(C)C)c(C)c1 | -5 | -2 | 3 | -17 | -4 | -1.6 | 23 | 2 | 6 | -23
O=c1[nH]cc(F)c(=O)[nH]1 | 15 | 3 | 4 | 5&4 | -3 | 0.0 | -15&14 | . | -2 | 15&-14
O=C(NC1CCCC1)C(c1ccncc1)N(C(=O)c1csnn1)C1CCCC1 (configuration not stated) | 0 | 0 | 3 | -4 | -2 | -0.8 | 0 | 2 | 10 | 0
Cc1ccc(OCCSCc2nc3ccccc3[nH]2)cc1 | -4 | -7 | -11 | -6 | 0 | -0.7 | -5 | -1 | 32 | 5
Cc1ccc(CN2CCN(CC(=O)NCc3ccc(Cl)cc3)C2=O)cc1 | -4 | 1 | 0 | -9 | -6 | 1.0 | . | -1 | 2 | .
S=C(Nc1ccc(Cl)cc1Cl)N1CCOCC1 | -1 | -1 | 11 | 4 | -5 | 0.7 | 8 | -1 | 6 | -8
COc1cc(/C=N/N2CCN(c3ccccc3)CC2)cc(OC)c1OC(C)=O | -4 | -2 | -10 | 0 | 1 | -3.4 | -17 | 9 | 43 | 17
O=C(NCc1cccs1)C(NS(=O)(=O)c1cccc2nsnc12)c1ccccc1 (configuration not stated) | -12 | 5 | -8 | -2 | 7 | -1.4 | 4 | 2 | 0 | -4
COCC(=O)Nc1ccccc1-c1ccccc1 | 0 | 0 | 0 | -6 | 1 | -0.8 | 1 | . | 8 | -1
